INS-1E GSIS act – primary screen for activators of insulin secretion dependent on glucose, INS-1E cells, GLuc reporter luminescence | INS-1E GLuc reporter insulin secretion, 2-3 h | activation, % at 16.6 µM | hit rate 0.61% among 370,000;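 active means lowest replicate activation of at least 40%, so every replicate reaches that level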;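 further: 0% = median of neutral control wells and 100% = median of IBMX positive control wells; some compounds called inactive have numbers as strong as hits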
PAX8 inh HTS – lowers PAX8-driven luciferase in RMG-I cells. RMG-I TPO-luciferase reporter, SteadyGlo, 24 h. inhibition, % at 12.6 µM. hit rate 1.2% among 360,000. AID 652154;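 active means mean replicate inhibition at least 60% with every replicate also reaching 60%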;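 further: luciferase light reporting Pax8 driven TPO promoter activity; plate controls were median of neutral control wells for no effect and mitoxantrone controls for full effect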
C2C12 statin – suppression of simvastatin myotoxicity; C2C12 myotubes + simvastatin, ATP luminescence, 48 h; scaled: DMSO 0, geranylgeraniol control 100; rescue of ATP level, % at 7.49 µM; AID 602340; hit rate 0.78% among 330,000;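 active means mean ATP rescue above about 67%, or every replicate alone reaching that limit, limit read from the data, passing the limit was not always enough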;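 further: myotubes were challenged with 10 µM simvastatin during compound exposure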
Cneo AK release – Cryptococcus neoformans lysis via adenylate kinase release | lysis activity, % at 15 µM | C. neoformans lysis, adenylate kinase release luminescence, 4 h; normalised: neutral wells 0, clomiphene wells 100 | hit rate 0.2% among 360,000;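 active means mean lysis activity across replicates of at least 80%, whatever share of replicates individually reach that level; inactive means mean lysis activity below 80%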
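Assay system: Cryptococcus neoformans yeast cells / Dosing: single-point compound dose / Timing: 4 h at 37 °C static, read 1 h later / Measured by: luminescence of released adenylate kinase using an AK detection reagent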
ARNT-TACC3 inh – ARNT/TACC3 interaction disruption; Q9Y6A5; AlphaScreen His-ARNT PAS-B/GST-TACC3 binding, luminescence; TACC3 fragment carries E629A point mutation; inhibition, % at 9.99 µM; hit rate 0.66% among 390,000; AID 623870;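 active means mean inhibition of replicates at least 50% and at least half of replicates each reaching 50%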;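 further: 0% = complete ARNT plus TACC3 wells and 100% = ARNT alone without TACC3; many hits fall short of the cut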
PglD inh – inhibitors of Campylobacter jejuni PglD acetyltransferase. purified PglD enzyme, DTNB colorimetric CoA detection. inhibition, % at 12.5 µM. hit rate 0.098% among 360,000. AID 602405; in the data active means inhibition above about 16%, passing the limit was not always enough; further: strong numbers were not always called active
LGR2 inh – blocks bursicon-induced cAMP signaling via Drosophila LGR2. HEK293 LGR2, CRE-luciferase, bursicon-stimulated, 4 h. inhibition, % at 9.99 µM. hit rate 0.35% among 380,000;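 active means drop in luminescence signal, shown as inhibition above about 50% in the replicate tests, limit read from the data, passing the limit was not always enough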;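 further: agonist challenge used bursicon conditioned medium at about half maximal strength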
PGC1a acetyl inh – PGC1a acetylation modulation, inhibitor mode; U2OS PGC1a acetylation, AlphaScreen anti-acetyl-lysine; with virally co-expressed GCN5 acetyltransferase; inhibition, % at 15.6 µM; hit rate 0.17% among 350,000; AID 651687;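 active means every replicate shows inhibition of at least 40%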;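 further: 0% = neutral control wells and 100% = positive control wells; some results beyond the cut were filed as inactive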
Numbers without * were called inactive; / = no result given; & = joins results of further samples.

SMILES | INS-1E GSIS act | PAX8 inh HTS | C2C12 statin | Cneo AK release | ARNT-TACC3 inh | PglD inh | LGR2 inh | PGC1a acetyl inh
C[C@H](CO)N1C[C@H](C)[C@H](CN(C)C(=O)Nc2ccc3c(c2)OCO3)Oc2ccc(NC(=O)Cc3ccccc3)cc2C1=O | 7 | -9 | 21 | -3 | 4 | 0 | 8 | 32
O=C(c1ccc(F)cc1)N1CCCCN2[C@H](C1)[C@@H](c1ccc(-c3ccccc3)cc1)[C@@H]2CO | 0 | 5 | / | -1 | -2 | 2 | -2 | -2
O=C(CCNC(=O)c1ccc(Cl)cc1)Nc1ccc(Cl)cc1F | 8 | -9 | / | / | -3 | / | 2 | -3
COc1ccccc1NC(=S)NCc1ccc(S(N)(=O)=O)cc1 | 5 | 8 | / | 1 | -5 | -11 | 5 | /
O=C(O)c1ccccc1N(Cc1ccccc1)C(=O)COc1ccccc1 | -8 | 10 | 0 | 2 | -7 | -149 | 3 | -4
CSc1ccccc1NC(=O)CSCc1ccc(C)cc1 | -14 | / | / | 0 | -10 | 5 | 6 | -3
Cc1ccc(C2=NN(CCC#N)C(=O)CO2)cc1 | 15 | -10 | 0 | 2 | -2 | 16 | -18 | 1
O=C(NCc1cccnc1)c1cc(C2CCCCN2C(=O)CCc2ccccc2)on1 (stereo not given) | 17 | 0 | 5 | -2 | / | -4 | -5 | -4
CCOC(=O)Cn1c2ccccc2c2nc3ccccc3nc21 | 25 | -1 | 2 | 8 | -4 | 0 | / | 9
CCNC(=O)Nc1ccc2c(c1)C(=O)N(C)[C@H]1CC[C@H](CC(=O)NCCN3CCCC3)O[C@H]1CO2 | 4 | 1 | 10 | -5 | -1 | -2 | 11 | -7
COc1cccc2sc(NNC(=O)C3COc4ccccc4O3)nc12 (stereo not given) | -3 | -3 | / | / | 10 | / | 3 | /
COc1cccc(/C=N/NC(=O)c2ccc(=O)[nH]n2)c1O | 20 | -2 | 3 | 4 | -5 | 0 | -43 | 7
O=C(CCCC(=O)OCC(Cl)=C(Cl)Cl)Nc1cccc2ccccc12 | -15 | 33 | / | / | -1 | / | 22 | /
OCc1c(OCc2cccc(F)c2)ccc2ccccc12 | -13 | -42 | 5 | 0 | -7 | -1 | -22 | /
C/C(N)=C(/C#N)C(=O)CSc1nncn1-c1ccccc1 | 14 | -11 | -4 | 10 | 15 | -4 | 2 | -8
CC(CC(=O)NCc1ccc(Cl)cc1)S(=O)(=O)c1ccc2c(c1)NC(=O)CO2 (stereo not given) | -11 | 19 | 2 | 5 | 1 | 1 | 12 | -7
C(#CCN1CCCC1)CC(c1ccccc1)c1ccccc1 | -19 | -6 | 2 | / | 1 | / | 3 | -11
CN(C)C(=O)C[C@H]1C[C@H]2c3cc(NC(=O)c4ccc5c(c4)OCO5)ccc3O[C@H]2[C@@H](CO)O1 | -2 | / | -5 | 15 | 12 | 5 | 1 | 1
S=c1[nH]nc(NCCCN2CCOCC2)s1 | 21 | -3 | / | / | -2 | / | -23 | /
COc1ccc(CN2CC(=O)N3[C@H]4c5ccc(OC)cc5OC[C@@H]4[C@H](c4ccccc4)[C@]3(C)C2=O)cc1 | -2 | 10 | 10 | -7 | -1 | 6 | 10 | /
COc1ccc(-c2nsc(SCC(=O)NCc3ccc4c(c3)OCO4)n2)cc1 | -10 | -28 | -5 | / | -7 | / | -27 | /
O=C(NCc1ccc2c(c1)OCO2)c1cc(-c2ccccc2)c(N2CCOCC2)s1 | / | / | 12 | -2 | -3 | 3 | / | -17
COc1cccc(-c2nn(C)c3sc(C(=O)N4CCN(c5ccccc5)CC4)cc23)c1 | / | / | 9 | -3 | -2 | 5 | / | -12
Cn1c(SCc2ccccc2Br)nc2ccccc2c1=O | 10 | -34 | -16 | -4 | -2 | -1 | 11 | 0
COc1cc(OC)cc(C(=O)NCCCN2CCN(CCCNC(=O)c3cc(OC)cc(OC)c3)CC2)c1 | 12 | / | -3 | -2 | 1 | 0 | -6 | -1
Cc1ccccc1C(=O)Nc1ccc2c(c1)nc(CCNC(=O)c1ccco1)n2C | -16 | -21 | -1 | 0 | 2 | -3 | 4 | -10
CCCN1CCC(NC(=S)Nc2ccc(C(=O)OCC)cc2)CC1 | -11 | 7 | / | / | -2 | / | -8 | /
CCCCCCC(C)OC(=O)c1ccccc1C(=O)O (stereo not given) | 0 | 1 | 5 | 3 | -5 | -2 | 5 | /
CCN(C[C@H]1N[C@@](Cc2ccccc2)(C(=O)OC)[C@H]2C(=O)N(Cc3ccccc3)C(=O)[C@@H]12)S(=O)(=O)c1ccc(OC(F)(F)F)cc1 | -23 | 11 | -24 | 4 | 0 | 4 | -11 | -3
COc1cc(Br)cc(CN2CCN(c3ncccn3)CC2)c1O | 5 | 28 | 0 | 1 | -5 | -2 | 17 | /

Molecules above containing an aryl thioether with sulfur outside any ring, in the order listed:
SMILES | INS-1E GSIS act | PAX8 inh HTS | C2C12 statin | Cneo AK release | ARNT-TACC3 inh | PglD inh | LGR2 inh | PGC1a acetyl inh
CSc1ccccc1NC(=O)CSCc1ccc(C)cc1 | -14 | / | / | 0 | -10 | 5 | 6 | -3
C/C(N)=C(/C#N)C(=O)CSc1nncn1-c1ccccc1 | 14 | -11 | -4 | 10 | 15 | -4 | 2 | -8
COc1ccc(-c2nsc(SCC(=O)NCc3ccc4c(c3)OCO4)n2)cc1 | -10 | -28 | -5 | / | -7 | / | -27 | /
Cn1c(SCc2ccccc2Br)nc2ccccc2c1=O | 10 | -34 | -16 | -4 | -2 | -1 | 11 | 0

More compounds follow.
SMILES | INS-1E GSIS act | PAX8 inh HTS | C2C12 statin | Cneo AK release | ARNT-TACC3 inh | PglD inh | LGR2 inh | PGC1a acetyl inh
CCC(c1nnc(SCC(=O)Nc2c(F)cccc2F)n1Cc1ccccc1)N(C)C (stereo not given) | -2 | 9 | -2 | 0 | 0 | 1 | -7 | 2
O=C(c1ccc2ncsc2c1)N1CCN(c2nc3ccccc3s2)CC1 | 9 | 20 | 9 | -1 | -1 | -1 | 8 | /
COc1cc(OC)cc(-c2cc3nc(C)c(CCC(=O)Nc4nc(C)cs4)c(C)n3n2)c1 | / | 6 | 22 | 0 | -1 | -1 | 27 | 1
CC(C)(C)OC(=O)C[C@@H]1C/C=C\C[C@H](CC(=O)N[C@@H](CO)Cc2ccccc2)C(=O)N[C@H](C(C)(C)C)COC1=O | -11 | -15 | -4 | -2 | -11 | 8 | 2 | /
CN(C(=O)CC1C(=O)NCCN1Cc1ccc(F)cc1)C1CCOCC1 (stereo not given) | / | 2 | -1 | -3 | -3 | 5 | 15 | 4
CCc1nn(CCCC(=O)NC2CCCCC2C)c(=O)c2cc3occc3n12 (stereo not given) | / | -13 | 1 | -1 | / | / | -3 | -5
O=C(O)c1cc2ncc(CCO)cn2n1 | 6 | 3 | / | / | -6 | / | 26 | 1
CO[C@H]1CN(C)C(=O)c2cc(NC(=O)c3ccccc3F)ccc2OC[C@@H](C)N(C(C)=O)C[C@@H]1C | 16 | -10 | 6 | 51 | -7 | 3 | 0 | 130*
Brc1ccc(CSc2nccn2-c2ccccc2)cc1 | / | / | 27 | 0 | 38 | 1 | / | 5
O=C(CCC(=O)c1cccs1)Nc1nnc(C2CC2)s1 | / | / | 5 | 0 | -3 | 2 | / | -25
CC(C)NC(=O)Nc1ccc2c(c1)C(=O)N([C@H](C)CO)C[C@H](C)[C@@H](CN(C)S(=O)(=O)c1cccs1)O2 | 7 | 1 | 6 | 2 | 1 | 2 | -3&13 | 5
CCC(=O)n1nc(-c2ccc(OC)cc2)nc1NCc1cccs1 | 9 | -91 | / | / | 6 | / | -41 | /
C[C@H](CO)N1C[C@H](C)[C@@H](CN(C)C(=O)Nc2ccc(F)cc2)OCCCC[C@H](C)Oc2ccc(N(C)C)cc2C1=O | 9 | 6 | -6 | -4 | 17 | 0 | 20 | 0
CC(C)C[C@H](NC(=O)N1CCn2c1nc1ccccc12)C(=O)NCCc1ccccc1 | -25 | 12 | 6 | 4 | -9 | -5 | 6 | 6
CC(C)CC1=NC(C(F)(F)F)(C(F)(F)F)c2c(n(CC(C)C)c(=O)[nH]c2=O)N1 | -1 | 5 | / | -3 | 0 | 15 | -8 | -12
Cn1cccc1C(=O)Nc1ccc(Cl)c(S(=O)(=O)N2CCCCC2)c1 | 0 | 23 | 9 | -3 | 7 | 0 | 20 | -2
COc1ccc(NC(=O)CSCC(=O)N(C)Cc2ccc3c(c2)OCCO3)cc1 | -9 | -6 | 13 | 0 | / | -3 | -2 | -6
COc1cc(CNS(=O)(=O)CCl)cc(OC)c1OC | / | 2 | / | -2 | 20 | 3 | 7 | 6
CC(=O)Nc1ccc(S(=O)(=O)Nc2ccccc2C(=O)NCc2cccnc2)cc1 | -4 | 23 | 2 | 0 | -6 | -2 | 2 | /
COC(=O)c1cc(S(=O)(=O)NCc2cccs2)c[nH]1 | 12 | -3 | 1 | 3 | -3 | 0 | 9 | 0
Cc1c(NS(=O)(=O)c2ccc(Cl)c(C(=O)OCC(=O)NCc3ccco3)c2)c(=O)n(-c2ccccc2)n1C | / | -14 | -6 | 1 | 0 | 9 | / | 3
Cc1ccc(S(=O)(=O)N(C)C[C@H]2Oc3ccc(NC(=O)Nc4ccc(F)cc4)cc3CC(=O)N([C@@H](C)CO)C[C@@H]2C)cc1 | 0 | -18 | 5 | -3 | -4 | 2 | 5 | 0
Cc1cccc(NS(=O)(=O)c2cccc(C(=O)NCC3(N4CCCCC4)CCCCC3)c2)c1 | -17 | 1 | -11 | -1 | / | 0 | 5 | -2
Cc1ccc(C(=O)NNc2nc3ccccc3nc2C(F)(F)F)cc1 | / | / | 10 | -3 | 3 | 6 | / | 0
O=C(CSc1nnnn1-c1ccccc1F)Nc1nc2ccccc2s1 | 23 | / | -2 | -3 | -5 | 3 | 18 | -5
Cc1ccc(-n2nc(C)c3c2C(Br)C(C)(C)CC3=O)nc1 (stereo not given) | / | 2 | 3 | 0 | 35 | 0 | -6 | /
O=C(c1ccccc1F)N1CC[C@@H]2[C@H](CO)Nc3ccc(C#Cc4ccccc4F)cc3[C@@H]21 | 9 | 10 | -21 | -8 | 15 | -3 | 15 | -1
COC(=O)c1ccc(Oc2coc3cc(OCc4ccc([N+](=O)[O-])cc4)ccc3c2=O)cc1 | 19 | -14 | / | / | 1 | / | -7 | /
O=c1c2ccccc2c(=O)n(Cc2ccccc2)n1Cc1ccccc1 | 5 | -10 | / | / | -2 | / | 13 | 0
CCCC(=O)Nc1ccc2c(c1)C(=O)N(C)C[C@H](OC)[C@@H](C)CN(S(=O)(=O)c1cn(C)cn1)[C@H](C)CO2 | 15 | -7 | -19 | 6 | -13 | 2 | -11 | -2
C[C@@H]1CN([C@@H](C)CO)C(=O)c2cc(NS(=O)(=O)c3ccc(F)cc3)ccc2O[C@@H]1CN(C)C(=O)Nc1ccccc1 | -9 | / | -1 | 0 | 0 | -6 | -6 | -1
N#Cc1cn(CCOC(=O)c2cccc(C(F)(F)F)c2)c(=O)[nH]c1=O | -41 | -23 | -1 | 0 | -2 | 5 | 4 | 14
O=C(COC(=O)c1cc(Cl)ccc1O)Nc1ccccc1C(=O)NC1CC1 | 0 | -7 | 1 | 1 | 31 | -3 | 0 | -2
O=C(O)C1C2C=CC(C2)C1C(=O)NCc1ccc(Cl)c(Cl)c1 (stereo not given) | -50 | 10 | / | / | -7 | / | 4 | /
Cc1ccc(S(=O)(=O)N2[C@@H](c3ccccc3F)C(C(=O)O)=CC[C@H]2c2ccc(C(C)C)cc2)cc1 | 22 | -10 | 14 | 5 | 1 | -3 | 3 | /

High-throughput results (PubChem BioAssay)

Compounds as they come, and some 2.9% of all compounds hit somewhere here.
